PfM18AAP inh – PfM18AAP enzyme inhibition. AID 1822. recombinant PfM18AAP, H-Glu-NHMec fluorogenic cleavage. 290,000 compounds, 1.2% hits. inhibition, % at 7.35 µM;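 active means inhibition above the campaign mean inhibition over all tested compounds plus 3 SD, cut at about 28% in these data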;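 further: 0% = plate median of test compound wells and 100% = 2 mM ZnCl2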
GPR7 antag – blocks human GPR7 receptor signaling; P48145; GPR7-expressing cells, fluorescence antagonist assay; inhibition, % at 4.4 µM; 290,000 compounds, 1.1% hits; AID 1861; in the data active means inhibition above about 16%, passing the limit was not always enough;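 further: cells stimulated with the agonist NPW; 0% = agonist with vehicle and 100% = vehicle without agonist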
IMP-1 inhibitor – inhibitors of Pseudomonas aeruginosa IMP-1 metallo-beta-lactamase; inhibition, % at 5.6 µM; purified IMP-1, nitrocefin hydrolysis, epi-absorbance fluorescence; 290,000 compounds, 0.45% hits;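 active means inhibition above the mean plus 3 SD of all compounds in the same screening run, cut at about 4.5% in these data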;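 further: 0% = IMP-1 with DMSO and 100% = DMSO wells lacking enzyme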
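System: Purified recombinant IMP-1 metallo-beta-lactamase enzyme | Measured by: Fluorescence quenching readout, ex 480/em 530 nm | Replication: Singlicate | Incubation: 15 min preincubation plus 25 min reaction at 25 °C | Evaluation: Percent inhibition from optical density relative to buffer-blank wells | Benchmarks: DMSO with and without IMP-1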
NALP1 yeast inh – NALP1 inhibition. 280,000 compounds, 0.61% hits. inhibition, % at 10 µM. S. cerevisiae NALP1/ASC/caspase-1 growth, X-gal OD620, 72 h. AID 2071; in the data active means inhibition mostly above about 24%, no sharp cut-off; inactive means mostly below about 32%; further: some compounds called inactive have numbers as strong as hits
IDE cell inh – inhibits human insulin-degrading enzyme in HEK cells. FAbetaB cleavage, fluorescence polarization. P14735. inhibition, % at 5.59 µM. 320,000 compounds, 0.41% hits;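 active means percent inhibition above the average of all tested compounds plus 3 SD, set per screening campaign, cut at about 16% in these data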;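 further: IDE supplied by intact live HEK cells; FP after avidin binding of uncleaved biotin substrate so inhibition keeps polarization high; 0% = DMSO wells and 100% = 60 µM reference IDE inhibitor Ii1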
VIM-2 inh – blocks Pseudomonas aeruginosa VIM-2 metallo-beta-lactamase | purified VIM-2, nitrocefin hydrolysis, epi-absorbance fluorescence | inhibition, % at 5.6 µM | 290,000 compounds, 0.89% hits;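 active means inhibition above the mean of all tested compounds plus 3 SD, cutoff set per screening run, cut at about 7.5% in these data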;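 further: red hydrolysis product quenches plate fluorescence so inhibitors raise well fluorescence; 0% = enzyme with DMSO and 100% = DMSO without enzyme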
IDE act – boosts human insulin-degrading enzyme activity in HEK cells; P14735; FAbeta-B cleavage, fluorescence polarization; 0% vehicle, 100% cell-free pure enzyme wells; activation, % at 5.96 µM; 340,000 compounds, 0.073% hits;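 active means activation above the mean of all tested compounds plus 3 SD, set per screening campaign, cut at about 17% in these data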
p-CIP stab down – compounds decreasing mouse p/CIP protein stability; Q05BA5; F442A p/CIP-EGFP cells, EGFP fluorescence, 16 h; decrease of EGFP signal, % at 10 µM; 290,000 compounds, 0.01% hits;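 active means EGFP signal decrease of at least 30% at 10 µM or well 3 SD below plate mean, unless failing retest; inactive means the rest, including hits failing retest or dose response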; further: some compounds called inactive have numbers as strong as hits; many of its hits are not listed in these tables
Target sequence (Q05BA5 1-1403): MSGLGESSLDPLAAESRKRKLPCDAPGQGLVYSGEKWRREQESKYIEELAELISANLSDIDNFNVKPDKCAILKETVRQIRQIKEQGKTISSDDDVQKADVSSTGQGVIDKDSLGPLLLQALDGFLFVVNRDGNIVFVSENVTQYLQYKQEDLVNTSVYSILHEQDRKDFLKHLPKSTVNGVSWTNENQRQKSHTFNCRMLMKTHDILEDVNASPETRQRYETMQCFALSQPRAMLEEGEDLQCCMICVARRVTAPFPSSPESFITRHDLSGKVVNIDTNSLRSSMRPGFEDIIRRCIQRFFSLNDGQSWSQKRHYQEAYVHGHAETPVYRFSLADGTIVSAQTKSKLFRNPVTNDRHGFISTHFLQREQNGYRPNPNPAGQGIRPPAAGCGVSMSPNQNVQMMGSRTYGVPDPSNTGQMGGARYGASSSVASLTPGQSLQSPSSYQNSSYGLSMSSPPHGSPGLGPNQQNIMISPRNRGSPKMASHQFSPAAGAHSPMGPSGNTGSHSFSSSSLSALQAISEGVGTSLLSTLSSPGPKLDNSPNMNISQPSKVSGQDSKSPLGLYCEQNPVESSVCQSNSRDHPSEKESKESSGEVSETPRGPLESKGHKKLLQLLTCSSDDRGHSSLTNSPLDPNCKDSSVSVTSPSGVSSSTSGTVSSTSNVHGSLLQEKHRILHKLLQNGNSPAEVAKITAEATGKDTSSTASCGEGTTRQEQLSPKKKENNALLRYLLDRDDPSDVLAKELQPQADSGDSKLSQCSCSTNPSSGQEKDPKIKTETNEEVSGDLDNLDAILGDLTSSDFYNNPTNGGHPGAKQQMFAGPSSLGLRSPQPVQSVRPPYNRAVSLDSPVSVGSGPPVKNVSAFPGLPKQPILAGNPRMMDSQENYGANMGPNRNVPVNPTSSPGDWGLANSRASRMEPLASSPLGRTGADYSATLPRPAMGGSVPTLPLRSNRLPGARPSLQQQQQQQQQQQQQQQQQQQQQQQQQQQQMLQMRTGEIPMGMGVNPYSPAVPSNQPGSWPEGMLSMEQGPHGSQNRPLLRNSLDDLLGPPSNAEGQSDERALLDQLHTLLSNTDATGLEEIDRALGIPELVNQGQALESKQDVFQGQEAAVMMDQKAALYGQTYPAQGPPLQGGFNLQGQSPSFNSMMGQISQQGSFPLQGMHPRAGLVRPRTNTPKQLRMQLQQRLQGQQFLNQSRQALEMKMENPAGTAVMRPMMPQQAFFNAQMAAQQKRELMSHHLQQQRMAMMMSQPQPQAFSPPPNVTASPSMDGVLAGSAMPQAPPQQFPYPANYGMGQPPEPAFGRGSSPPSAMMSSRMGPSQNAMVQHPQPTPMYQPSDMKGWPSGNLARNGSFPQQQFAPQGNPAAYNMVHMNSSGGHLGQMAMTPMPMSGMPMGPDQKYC
PHOSPHO1 block – blocks human PHOSPHO1 phosphatase activity. Q8TCT1. recombinant PHOSPHO1, absorbance phosphatase assay. inhibition, % at 13.3 µM. 290,000 compounds, 1.1% hits. AID 1565; in the data active means inhibition above about 60%
Numbers without * were called inactive; x = not tested or not shown; & = joins results of further samples.

PfM18AAP inh,PHOSPHO1 block,GPR7 antag,IMP-1 inhibitor,NALP1 yeast inh,p-CIP stab down,IDE act,VIM-2 inh,IDE cell inh,molecule
4,-2,5,-4.3,38,2,5,-4.5,0,COC(=O)/C(=N/Nc1ccccc1)N1CCCc2ccccc21
0,-19,-5,-1.4,18,4,-5,-3.5,6,O=C(Cc1ccccc1)NC1c2ccccc2-c2ccccc21
-4,4,-5,-0.9,16,-3,0,3.9,0,O=C(NC1CCCC1)c1cc2nc(-c3ccco3)cc(C(F)(F)F)n2n1
10,13,19,1.6,4,16,1,-0.4,3,COc1cc(/C=C/C(=O)OCC(=O)N(C)C2CCS(=O)(=O)C2)ccc1OC(F)F (stereo not drawn)
3,-8,-8,-2.8,22,0,0,-3.0,3,CN1C(=S)N(c2ccccc2)C(=O)/C1=C/c1ccco1
3,-8,-3,-3.5,9,-11,1,-2.4,1,Cc1nc2cc(-c3ccccc3)ccc2o1
2,25,-6,-2.2,16,-35,3,-2.7,-3,O=Cc1cn(CC(=O)N2CCc3ccccc32)c2ccccc12
-12,7,-21,-1.2,6,1,-2,0.1,-7,Cc1ccc(C(=O)NNC(=O)C2CCN(C(=O)OC(C)(C)C)CC2)cc1
3,-23,-10,-2.4,6,-44,-14,1.4,-3,Cc1cccc2cc3c(N)c(C(=O)Nc4ccc(N5CCOCC5)cc4)sc3nc12
1,12,2,-1.1,8,5,2,-1.6,6,CCCNC(=O)COC(=O)c1ccccc1OCc1ccc(Cl)cc1
0,-37,-5,-0.1,-2,-18,5,-0.1,-5,Cc1ccc(C(c2nnnn2C(C)(C)C)N2CCN(C3CCCC3)CC2)cc1 (stereo not drawn)
0,28,-10,19*,16,2,0,12*,0,COc1ccc(/C(C)=N/NC(=O)c2nnn(-c3nonc3N)c2-c2ccccc2)cc1
-1,15,-9,-3.0,15,-5,4,-3.4,2,O=C(Nc1cccnc1)c1cccc([N+](=O)[O-])c1
-10,-1,16,-3.5,-10,-4,3,-1.5,1,C=CCn1cnc2c(NCc3ccccc3)ncnc21
12,16,-4,0.7,6,-4,x,-1.4,8,COc1ccc(N2CCN(C(=O)c3ccc4c(c3)NC(=O)C(CSCc3c(F)cccc3Cl)N4)CC2)cc1 (stereo not drawn)
-13,46,2,-2.2,16,-10,0,-5.2,0,Cc1ccc(C(=O)N2CCN(c3ncccn3)CC2)o1
4,15,-9,-1.9,33,-2,3,-0.2,-2,CCOc1ccc(N2Cc3ccccc3C2)cc1
18,23,-14,-4.2,9,-3,-8,-0.7,4,O=C(c1ccc(-c2nc3ccccc3s2)o1)N1CCN(c2ccccc2O)CC1
-11,32,-6,-1.8,x,-7,4,-3.6,-4,COc1cccc(-c2nc(-c3cccs3)no2)c1
-1,19,-12,-3.6,16,-1,1,-3.1,4,CCOc1ccc(-c2nnn(CC(=O)N3CCCC(C)C3)n2)cc1 (stereo not drawn)
2,-7,-13,-2.0,-22,-12,5,-2.8,2,Cc1nc(N2CCc3ccccc3C2)[nH]c(=O)c1Cc1ccccc1
20,-5,-5,-1.4,12,-12,-25,-6.3,14,COc1ccc2cc(C(=O)N/N=C/c3sc4ccccc4c3O)ccc2c1
0,-4,-2,-2.4,8,3,2,-1.9,5,COc1ccc2c(C=O)c[nH]c2c1
-7,29,-6,0.1,43,2,2,-0.3,6,Cc1ccc(NC(=O)C2=C(O)c3sccc3N(C)S2(=O)=O)cc1
-8,-4,-11,-1.5,22,-12,6,0.9,0,COc1ccc(CNC(=O)CNC(=O)[C@@H]2Cc3ccccc3CN2)cc1
-7,11,-18,-1.6,17,-15,4,-0.6,-3,Nc1ncc2c(n1)CC(c1ccco1)CC2=O (stereo not drawn)
2,8,7,-0.9,3,0,5,-0.4,3,CCCc1nnc(NC(=O)Cn2cnc3ccccc3c2=O)s1
-19,-30,-2,-3.0,3,-11,0,-3.4,6,O=C(COC(=O)c1ccc[nH]c1=O)NC1CCCCCCC1
-14,18,-11,-3.4,x,-21,2,-1.7,2,COc1ccc(-c2c(C(F)(F)F)nn(C)c2NC(=O)c2ccco2)cc1
5,24,-4,-2.4,6,3,6,-2.4,6,COc1ccc(/C=C2\N=C3CCCCCN3C2=O)cc1

Only PHOSPHO1 block and IDE act, for some of the entries so far:
molecule | PHOSPHO1 block | IDE act
Cc1nc2cc(-c3ccccc3)ccc2o1 | -8 | 1
O=Cc1cn(CC(=O)N2CCc3ccccc32)c2ccccc12 | 25 | 3
Cc1ccc(C(=O)NNC(=O)C2CCN(C(=O)OC(C)(C)C)CC2)cc1 | 7 | -2

Taken from above:
Entry of Cc1nc(N2CCc3ccccc3C2)[nH]c(=O)c1Cc1ccccc1 under IMP-1 inhibitor: -2.0
Entry of Cc1ccc(C(=O)N2CCN(c3ncccn3)CC2)o1 under IMP-1 inhibitor: -2.2
Entry of O=C(COC(=O)c1ccc[nH]c1=O)NC1CCCCCCC1 under VIM-2 inh: -3.4
Entry of Cc1nc2cc(-c3ccccc3)ccc2o1 under IDE cell inh: 1

An excerpt from the list above, for reference:
PfM18AAP inh,PHOSPHO1 block,GPR7 antag,IMP-1 inhibitor,NALP1 yeast inh,p-CIP stab down,IDE act,VIM-2 inh,IDE cell inh,molecule
4,15,-9,-1.9,33,-2,3,-0.2,-2,CCOc1ccc(N2Cc3ccccc3C2)cc1
18,23,-14,-4.2,9,-3,-8,-0.7,4,O=C(c1ccc(-c2nc3ccccc3s2)o1)N1CCN(c2ccccc2O)CC1

(cont.)
PfM18AAP inh,PHOSPHO1 block,GPR7 antag,IMP-1 inhibitor,NALP1 yeast inh,p-CIP stab down,IDE act,VIM-2 inh,IDE cell inh,molecule
-6,8,-5,-1.7,-11,-9,4,-2.8,-1,C/C(=N\NC(=O)CNc1cccc2ccccc12)c1ccccc1
-6,-22,-11,-2.4,-4,3,4,-0.3,4,Cc1cc(C)nc(-n2ncc3c2CCCC3=O)n1
-6,-9,-10,-0.6,15,-3,-2,0.7,-2,C#CCOCCOCCOCCNc1nc(N2CCN(C(=O)Cn3cc(CCO)nn3)CC2)nc(N2CCN(C(=O)[C@H]([C@@H](C)O)n3cc(CCCCN)nn3)CC2)n1
3,-104,9,-0.3,15,-14,3,2.5,-1,COCCCN1C(=O)C(=O)/C(=C(/O)c2ccc(S(=O)(=O)N3CCCCC3)cc2)C1c1ccc(F)cc1 (stereo not drawn)
6,26,-6,-4.1,-3,-12,2,1.5,4,CCOC(=O)c1oc2cccc(O)c2c1C
-5,26,-8,-1.4,16,1,4,-1.0,2,O=C(NCCN1CCOCC1)C1CC(=O)N(c2ccc(F)c(Cl)c2)C1 (stereo not drawn)
-3,28,-3,-0.9,x,-6,13,-1.4,-2,O=C(Nc1cnn(Cc2ccc(F)cc2)c1)c1cnn2c(C(F)F)cc(-c3ccccc3)nc12
-12,-16,-2,-0.1,3,6,-6,1.8,-3,Cc1nnc(SCC(=O)NC2CCCCC2)s1
7,30,-11,-3.3,6,-17,-2,-2.6,8,COc1ccc(C(=O)/C=C/NCc2ccc(F)cc2)cc1OC
-10,-26,-15,-1.7,-12,9,1,-2.9,-1,CCCc1cc(=O)[nH]c(SCC(=O)NCCC2=CCCCC2)n1
0,45,4,-2.9,8,-13,4,-2.6,5,O=C(NCc1ccc2c(c1)OCO2)C1CC(c2ccc(Cl)c(Cl)c2)=NO1 (stereo not drawn)
-3,-7,-13,-3.1,27,-5,3,-0.4,4,Fc1ccc(Cn2cccc2C2=NC(c3ccccc3)CO2)cc1 (stereo not drawn)
1,24,-12,-1.0,17,-14,9,-2.5,2,Cc1ccccc1Nc1c([N+](=O)[O-])ccc2c1=NC1(CCCCC1)N=2
0,34,-9,-0.4,10,-1,5&4,-1.9,-2,O=S(=O)(/N=C(/Nc1ccc(Cl)c(S(=O)(=O)Nc2ccccc2Cl)c1)c1ccc(F)cc1)c1ccccc1
-9,34,-4,-3.2,0,-7,-24,-1.8,15,COc1ccc(-n2c(SCC(=O)N3CCN(c4ccccc4)CC3)nc3c(c2=O)SCC3)cc1
0,-12,-6,-2.2,-7,8,3,-0.5,-1,CN(C(=O)COC(=O)c1cc(-c2ccc(Cl)s2)nc2ccccc12)C1CCS(=O)(=O)C1 (stereo not drawn)
-4,38,-9,-1.6,10,-9,2,-0.3,-9,CC(NC(=O)c1ccc(C(C)(C)C)cc1)C(c1cccs1)N1CCOCC1 (stereo not drawn)
4,-4,-6,-2.5,-5,7,3,-0.8,2,COc1ccc(S(=O)(=O)CCC(=O)NCCc2ccc(Cl)cc2)cc1
-3,7,-3,-2.2,10,6,4,-2.0,4,N=c1nc(-c2ccccc2)ccn1O
36*,24,-5,-0.5,-6,-4,0,-2.1,0,CCC(CC)c1nnc(NC(=O)c2ccc3c(c2)OCO3)s1
0,39,-2,-1.4,4,-9,-3,-4.3,-2,O=C(Nc1ncc(Cc2cccc(Cl)c2)s1)c1cccs1
-1,1,-5,-2.0,8,-3,x,1.7,-7,CCCCCCC(=O)N(O)C1CC(=O)N(c2ccccc2)C1=O (stereo not drawn)
-14,-10,-12,-1.7,10,0,-1,1.6,1,Cc1cccc(CC2S/C(=N/N=C/c3ccco3)N(c3ccccc3)C2=O)c1 (stereo not drawn)
-6,10,-4,-3.6,8,-14,6,-1.1,9,Cc1nn2c(N3CCN(C4CCCC4)CC3)cc(C(C)(C)C)nc2c1-c1ccccc1

3 structures from above, ordered by molecular weight, ascending.
PfM18AAP inh,PHOSPHO1 block,GPR7 antag,IMP-1 inhibitor,NALP1 yeast inh,p-CIP stab down,IDE act,VIM-2 inh,IDE cell inh,molecule
-12,-16,-2,-0.1,3,6,-6,1.8,-3,Cc1nnc(SCC(=O)NC2CCCCC2)s1
-10,-26,-15,-1.7,-12,9,1,-2.9,-1,CCCc1cc(=O)[nH]c(SCC(=O)NCCC2=CCCCC2)n1
-4,38,-9,-1.6,10,-9,2,-0.3,-9,CC(NC(=O)c1ccc(C(C)(C)C)cc1)C(c1cccs1)N1CCOCC1 (stereo not drawn)

Screening data deposited in PubChem by several laboratories.

Rows were taken by chance, and some 5.3% of all compounds hit somewhere here.
